# HEK293 tox: cytotoxic in the GLP-1 receptor inverse agonist counter-screen. HEK293 cAMP-luciferase reporter cells, luminescence, 24 h. AID 624418. actives 0.13% (n = 410,000). Potency, µM (top dose mostly 38.3 µM), for inactives: at the highest dose activity change, negative = inhibition, most hits filed as inhibitors;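 also: loss of luciferase light is scored as toxicity; potency is read from the fitted curve at half-maximal effect; % is scaled to controls: 0 for no effect and ±100 for the full control effect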
#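 Seeding density was 200 cells/uL; after overnight-length (12 h) culture, 23 nL compounds went on for 24 h at 37 °C. Readout used a luciferase detection reagent, luminescence taken after 12 min at room temperature.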
# TDP43 rescue: rescues yeast growth from TDP-43 toxicity; TDP-43 expressing yeast growth rescue, BacTiter-Glo, 24 h; Potency, µM (series often up to 46.1 µM), for inactives: at the top dose growth rescue (activation), hits mostly activators; actives 1.8% (n = 410,000); AID 652104; also: potency is read from the fitted curve at half-maximal effect; % of control where 0% means no effect; nearly all actives have a fitted effect of over 50% in size
#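 Luminescence from BacTiter-Glo reports growth of TDP-43-expressing yeast after 24 hr at 30 deg C with compound. Cells were raffinose-pregrown to mid-log, then seeded in galactose medium at OD600=0.02.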
# KB-V1 cytotox: KB-V1 MDR subline cytotoxicity; KB-V1 MDR cells viability, CellTiter-Glo, 72 h; Potency, µM (highest dose often 46.1 µM), for the others: at the highest dose activity change, negative = cytotoxicity, hits mostly cytotoxic; actives 3.4% (n = 400,000); AID 1347076; also: potency is read from the fitted curve at half-maximal effect; % is scaled to controls: 0 for no effect and ±100 for the full control effect; nearly all actives have a fitted effect of over 60% in size
#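 Compound-treated KB-V1 multidrug-resistant cells, 72 h, 37 degrees C; viability by CellTiter-Glo. Fitted qHTS curves give the values.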
# PTHR1 agonist: agonists of human PTHR1 parathyroid hormone receptor | Q03431 | HEK293 GP2 PTHR1 cells, GloSensor cAMP luminescence, 1 h | Potency, µM (series often up to 115 µM), inactives show top-dose activation, hits mostly activators | actives 0.075% (n = 410,000); also: potency is read from the fitted curve at half-maximal effect; nearly all actives have a fitted effect of over 55% in size; some results filed as inactive show a strong effect at the top dose; inactives centre near -15; many of its hits are not listed in these tables
# Target sequence (Q03431 whole entry, looked up): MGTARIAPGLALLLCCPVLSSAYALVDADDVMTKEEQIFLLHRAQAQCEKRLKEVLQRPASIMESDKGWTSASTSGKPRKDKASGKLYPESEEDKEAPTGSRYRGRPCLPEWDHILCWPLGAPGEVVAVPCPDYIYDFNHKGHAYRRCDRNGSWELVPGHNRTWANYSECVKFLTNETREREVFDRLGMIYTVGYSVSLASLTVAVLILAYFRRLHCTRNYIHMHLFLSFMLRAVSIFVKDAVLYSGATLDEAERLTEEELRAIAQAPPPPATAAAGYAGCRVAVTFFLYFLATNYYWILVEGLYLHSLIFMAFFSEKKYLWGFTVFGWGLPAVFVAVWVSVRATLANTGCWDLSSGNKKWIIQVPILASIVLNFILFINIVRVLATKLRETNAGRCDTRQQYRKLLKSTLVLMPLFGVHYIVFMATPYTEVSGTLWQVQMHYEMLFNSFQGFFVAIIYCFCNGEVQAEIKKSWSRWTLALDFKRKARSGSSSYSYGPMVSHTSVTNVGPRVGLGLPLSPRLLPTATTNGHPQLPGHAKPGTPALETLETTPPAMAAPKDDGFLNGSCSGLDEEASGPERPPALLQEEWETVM
#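 HEK-293-derived GP2 cells expressing PTHR1 and a GloSensor cAMP reporter, 3,000/well, plated overnight, given luciferin plus IBMX (each 0.5 mM as added) for 1 h at 37 °C, then compound for 1 h at 37 °C. Luminescence was read after 15 min at room temperature.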
# aSyn rescue: inhibitors of alpha-synuclein toxicity in yeast | Potency, µM (highest dose often 46.1 µM), for the others: at the highest dose growth rescue (activation), usual class: activators | Yeast expressing alpha-synuclein, growth rescue, BacTiter-Glo, 24 h | actives 0.14% (n = 370,000); also: potency is read from the fitted curve at half-maximal effect; % of control where 0% means no effect; nearly all actives have a fitted effect of over 65% in size
#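 Galactose-induced alpha-syn yeast (OD600=0.02, raffinose-pregrown) + pinned cpd, 24 hr, 30 deg C; growth by BacTiter-Glo luminescence. Growth restoration scores as activation.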
# GLP-1R inv ag: acts as inverse agonist at human GLP-1 receptor; P43220; HEK293 GLP-1R CRE-luciferase, luminescence, 24 h; GLP-1R form is constitutively active; AID 624417; actives 1.6% (n = 410,000); Potency, µM (doses to about 38.3 µM), inactives show at the highest dose activity change, negative = inhibition, hits mostly inhibitors; also: potency is read from the fitted curve at half-maximal effect; % is scaled to controls: 0 for no effect and ±100 for the full control effect; nearly all actives have a fitted effect of over 55% in size
#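 HEK293 cells stably co-expressing constitutively active GLP-1R and a cAMP-responsive luciferase reporter were seeded in DMEM with 10% Nu serum, given compounds after 12 h, and incubated 24 h at 37 deg C. Luminescence was then read.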
# D3 antag: D3 dopamine receptor (human) antagonism. actives 2.5% (n = 360,000). D3R cells, DiscoveRx beta-arrestin luminescence, antagonist mode; hits give low values. max response, negative = inhibition, %. P35462; in the data active = max response below about -50%; inconclusive = no clear call, values can overlap the other calls; also: % is scaled to controls: 0 for no effect and ±100 for the full control effect; mostly tested at two doses, the higher about 12 µM
# Target sequence (P35462 whole entry, looked up): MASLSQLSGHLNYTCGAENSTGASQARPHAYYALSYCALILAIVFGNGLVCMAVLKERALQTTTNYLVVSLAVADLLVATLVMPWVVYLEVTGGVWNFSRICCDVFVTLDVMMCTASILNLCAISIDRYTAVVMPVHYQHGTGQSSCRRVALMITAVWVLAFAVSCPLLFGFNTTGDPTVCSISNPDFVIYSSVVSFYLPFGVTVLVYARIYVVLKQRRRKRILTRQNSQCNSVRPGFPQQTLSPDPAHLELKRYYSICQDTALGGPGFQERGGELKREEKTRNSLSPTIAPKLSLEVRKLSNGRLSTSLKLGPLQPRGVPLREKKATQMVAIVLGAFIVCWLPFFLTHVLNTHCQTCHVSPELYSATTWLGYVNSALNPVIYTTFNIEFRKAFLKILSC
#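 Cells plated overnight at 1500 cells/well, then exposed to library compounds with dopamine controls for 90 minutes at 37 degrees C. DiscoveRx reagent added for 30–60 minutes at room temperature; luminescence read, quantitative HTS format.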
# DRD3 agonist: activates the human D3 dopamine receptor | D3R DiscoveRx beta-arrestin cells, luminescence, 90 min | actives 0.58% (n = 410,000) | max activation, % | AID 652048; in the data active = max activation above about 30%; also: 0% is about no effect; mostly tested at two doses, the higher about 12 µM
#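 Cells at 1500/well, incubated overnight, then treated with pinned compounds (dopamine as control) for 90 min at 37 degrees C. DiscoveRx reagent added for 30 - 60 minutes at room temperature; luminescence read.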
# GLP1R ag: GLP-1 receptor (human) agonism. Potency, µM (series often up to 45.6 µM), for inactives: at the highest dose activation, usual class: activators. HEK293 GLP-1R CRE-luciferase, luminescence, 4-6 h; cells express a hypersensitive GLP-1R form. AID 624172. P43220. actives 0.007% (n = 380,000); also: potency is read from the fitted curve at half-maximal effect; % of control where 0% means no effect
# An asterisk follows results filed as active; i = inactive; ? = inconclusive; . = no result given; & = joins results of further samples; [ ] = another dose, or the depositor's remark. Unless noted, calls follow the shape of the dose curve; as a rule, active = well fitted curve in the direction sought with a large enough effect; inconclusive = small, poorly fitted or top-dose-only effect, or another doubt; inactive = no such curve, though single readings can be large; an effect the other way counts as inactive or inconclusive.
SMILES,HEK293 tox,TDP43 rescue,KB-V1 cytotox,PTHR1 agonist,aSyn rescue,GLP-1R inv ag,D3 antag,DRD3 agonist,GLP1R ag
Cc1ccc(NC2CCCN(C(=O)c3cccs3)C2)cc1C (stereo not drawn),0%,22%,-5%,-6%,-4%,?,-13,-3,0%
COC(=O)C(C)(C(=O)OC)c1ccccc1[N+](=O)[O-],-11%,16%,22%,-39%[inhibitor],-2%,-25%,-18,0,-8%
O=C(CSc1nnc(-c2ccco2)n1CC1CCCO1)c1ccc(F)cc1 (stereo not drawn),1%,0%,-26%,i,6%,-13%,-67*,6,10%
O=C(NCC(c1ccco1)N1CCCC1)c1cccc(S(=O)(=O)N2CCCCC2)c1 (stereo not drawn),5%,-5%,?,-60%[inhibitor],-2%,-14%,0,-12,2%
Cc1cc(NC(=O)CN(C)S(=O)(=O)c2cnc[nH]2)ccc1Br,-4%,14%,-1%,-20%,5%,-6%,-14,-4,-1%
N=C(N)CCCOc1ccccc1-c1ccccc1,-2%,18%,11%,i,-2%,-16%,-17,-7,-6%
Cc1c(C(=O)OC(C)C)sc2nc[nH]c(=O)c12,-4%,5%,?,-9%[57.5 µM],-6%,65%[activator],7,14,13%
CCc1cccc(NC(=O)CCC(=O)O)c1,5%,15%,-1%,i,1%,5%,4,3,-11%
O=C(CSCCNS(=O)(=O)c1ccccc1)Nc1ccccc1,-4%,17%,9%,-17%,9%,8%,-3,4,-2%
O=C(c1ccccc1)N1CCCCC1CCN1CCCCC1 (stereo not drawn),0%,14%,.,i,.,10%,.,-15,.
Cc1ccc(-c2nc3c(c(=O)c4ccccc4n3C)c(=O)n2-c2ccccc2)cc1,-1%,2%,0%,i,-8%,7%,6,1,17%
Cc1cc(=O)oc2cc(OCC(=O)c3ccc4c(c3)NC(=O)CO4)ccc12,-9%,-11%,3%,-1%,0%,-5%,-12,-7,5%
COc1ccc(C(=O)C(Cc2cc(C(C)=O)ccc2OC)N2CCCC2)cc1 (stereo not drawn),-9%,-10%,-11%,-3%,0%,3%,4,-4,-2%
O=C(N/N=C/c1ccc([N+](=O)[O-])cc1)c1cc2ccccc2o1,4%,22%,25%,i,0%,15%,6,-17,4%
COc1ccc(C(=O)C(C)OC(=O)c2sc(C)nc2C)cc1 (stereo not drawn),-5%,27%,-8%,-13%,4%,9%,3,0,12%
CCCCOC(=O)c1ccc(NC(=O)CC2NCCNC2=O)cc1 (stereo not drawn),7%,18%,?,i,.,20%,.,-1,-2%
CC(C)OCCCNC(=O)c1ccc(NC(=O)C2CCCO2)cc1 (stereo not drawn),7%,7%,-13%,i,2%,30%[activator],22,1,-10%
CCN(CC)C(=O)c1ccc(CS(=O)(=O)c2ccc(OC)cc2)o1,0%,14%,2%,-34%[inhibitor],2%,0%,24,-6,-3%
C/C(=N\Nc1nnc(C)c(=O)[nH]1)C(=O)O,3%,-5%,6%,-7%[57.5 µM],4%,0%,-52*,-42,-14%
Cc1ccc(/C=C/C(=O)C2C(=O)c3ccccc3C2=O)cc1,0%,-18%,6%,-38%,-1%,-8%,-21,-7,-8%
CN(Cc1ccccc1)C(=O)c1ccccc1NC(=O)C1CC1,3%,-19%,-3%,-1%,-9%,14%,-3,3,0%
CC(=O)c1cccc(NS(=O)(=O)c2c(C(=O)N3CCOCC3)c(C)n(C)c2C)c1,-11%,-1%,16%,-24%,1%,3%,16,2,1%
COc1cc(OC)cc(-c2c(-c3cccs3)c3cc(-c4cnc(N)nc4)ccc3n2C)c1,-1%,?,?,-18%,1%,8%,9,4,7%
Cn1c(=O)n(C)c2cc(N3CCOCC3)c(NC(=O)c3ccc(F)cc3)cc21,-2%,7%,-4%,i,-1%,-2%,12,2,0%
CCC(C)c1ccccc1NC(=O)CN(CC)CC(=O)Nc1ccc2c(c1)OCCO2 (stereo not drawn),-10%,13%,-9%,-2%,2%,?,?,5,-5%
O=C(Cc1ccc(S(=O)(=O)N2CCOCC2)s1)NCCc1ccc(F)cc1,-1%,13%,-5%,-1%,2%,1%,12,5,0%
O=C1CSC(=Nc2ccccc2)N1,-4%,10%,3%,-3%[57.5 µM],-16%,32%[activator],3,7,-6%
[O-][n+]1cccc2c(Br)cc(Br)c(O)c21,2%,-9%[0.397 µM],-26%,i,?,?,?,-17,-1%
CCCN(CCC)CCCNC(=O)c1cn(-c2ccc(OC)cc2)c(=O)c2ccccc12,2%,0%,-1%,i,1%,3%,1,-2,-2%
CC(=O)c1ccc(C(=O)Nc2ccc(N3CCOCC3)cc2)cc1,-6%,1%,34%,-4%[57.5 µM],0%,1%,23,6,2%
COC(=O)C(NS(C)(=O)=O)(c1c(C)[nH]c2ccccc12)C(F)(F)F (stereo not drawn),0%,25%,-5%,i,1%,-21%,1,5,0%
O=C(c1cccc(S(=O)(=O)N2CCCCC2)c1)N1CCN(Cc2ccccc2)CC1,5%,7%,5%,-13%,-8%,?,5,-3,-5%
CCCNC(=O)NC(=O)CSc1cccc(C(F)(F)F)c1,5%,18µM*,-4%,-21%,4%,?,7,0,9%
COc1ccc(NC(=O)C(C)NS(=O)(=O)c2ccccc2)cc1Cl (stereo not drawn),-2%,7%,-5%,-3%[57.5 µM],-2%,0%,0,-4,10%
COc1cccc(NC(=O)CSc2nnc(-c3ccoc3C)n2CC2CCCO2)c1 (stereo not drawn),-9%,3%,-18%,-1%[57.5 µM],-2%,-14%,25,-1,1%
C/C(=C\C(=O)OCCCCCCCCC(=O)O)C[C@@H]1OC[C@H](C[C@@H]2O[C@H]2[C@@H](C)[C@H](C)O)[C@@H](O)[C@H]1O,-2%,?,6%,-8%,0%,4%,11,13&6,-3%&8%
COc1ccc(NC(=S)N(CCCOC(C)C)C2CCN(C(C)=O)CC2)cc1Cl,2%,23%,-16%,-39%[inhibitor],10%,5%,13,-5,-2%
O=C1CCN(CCc2ccccc2)CCN1[C@H](CSc1ccccc1)Cc1ccccc1,-17%,-9%,?,-93%[inhibitor],15%,?,-22,-23,1%
C/C(Cl)=C/Cn1c(NCCN(C)C)nc2c1c(=O)n(C)c(=O)n2C,-18%,-15%,0%,i,-5%,6%,1,-6,-3%
CCCC[C@@H]1C=C(C(=O)O)[C@H](c2ccc(CC)cc2)N1S(=O)(=O)c1ccc(C)cc1,-8%,?,-6%,i,-39%[inhibitor],?,-18,-7,-4%
Cn1cnnc1SCC(=O)c1ccc(OC(F)F)cc1,5%,-10%,20%,i,-2%,-4%,-9,-1,-3%
CCOC(=O)N1CCc2c(sc3c2c(=O)n(CCc2ccccc2)c(=O)n3Cc2cc(C)ccc2C)C1,3%,6%,.,-16%,.,12%,.,8,.
Cc1ccc(C(C)(O)CS(=O)(=O)Cc2ccccc2Cl)cc1 (stereo not drawn),1%,2%,-12%,i,3%,-25%,-6,-6,1%
CC(C)c1ccc(C(N)=S)cc1,?,13%,-3%,i,-1%,?,-10,-8,12%
Cc1ccc(-c2nn(-c3ccccc3)cc2C2SCC(=O)N2Cc2ccccc2)o1 (stereo not drawn),6%,-4%,-17%,-7%,5%,11µM*,-17,-8,11%
COc1cccc(CNC(=O)COC(=O)c2ccc(-c3ccc(O)cc3)cc2)c1,-12%,12%,?,-28%,0%,-8%,-9,-5,-6%
COc1ccc(CCNC(=O)c2cnn(-c3ccc(C)c(C)c3)c2NC(=O)c2ccco2)cc1OC,7%,-21%,0%,15%[57.5 µM],-6%,0%,-19,6,-10%
COc1ccc(S(=O)(=O)N(CC(=O)N/N=C/c2cccs2)c2cc(C)cc(C)c2)cc1OC,-14%,-14%,0%,-4%[57.5 µM],0%,0%,13,19,0%
Cc1ccc(CNC(=O)CCc2c(C)nn(-c3ccc(N4CCCC4)nn3)c2C)cc1,-10%,-13%,.,-24%,.,14%,.,1,.
CCCCN(C(=O)NC(=O)Nc1cccc(C)c1C)S(C)(=O)=O,-13%,-1%,0%,-7%[57.5 µM],8%,-16%,13,3,8%

# One compound at a time, from the list above. Screens in order: HEK293 tox, TDP43 rescue, KB-V1 cytotox, PTHR1 agonist, aSyn rescue, GLP-1R inv ag, D3 antag, DRD3 agonist, GLP1R ag
# Entry for `COc1ccc(CCNC(=O)c2cnn(-c3ccc(C)c(C)c3)c2NC(=O)c2ccco2)cc1OC` : 7%, -21%, 0%, 15%[57.5 µM], -6%, 0%, -19, 6, -10%
# Entry for `CCCCN(C(=O)NC(=O)Nc1cccc(C)c1C)S(C)(=O)=O` : -13%, -1%, 0%, -7%[57.5 µM], 8%, -16%, 13, 3, 8%

# Remaining list, next part:
SMILES,HEK293 tox,TDP43 rescue,KB-V1 cytotox,PTHR1 agonist,aSyn rescue,GLP-1R inv ag,D3 antag,DRD3 agonist,GLP1R ag
CCOc1ccc(S(=O)(=O)Nc2cccc(OC)c2)cc1,-8%,-4%,?,-23%,6%,0%,-5,15,29%
C=CCCC(=O)N1C[C@H]2CON(C)[C@H]2C[C@H]1c1ccc(N2CCCCC2)cc1,3%,0%,0%,-12%,1%,12%,27,10,4%
COC(=O)c1ccc(N2CCN(C(C)=O)CC2)c(NC(=O)COc2ccccc2C)c1,-10%,.,0%,i,3%,8%,-20,5,16%
Cn1c2ccccc2c(=O)c2ccc(C#CC3(N)CCCCC3)cc21,12%,10%,-6%,i,0%,-3%,24,-37,-3%
Cc1ccc(C)c2sc(NC(=O)c3nc4ccccc4s3)nc12,-9%,1%,22%,i,1%,12%,30,2,-5%
Cc1ccc(NC(=O)CN2C(=O)CCc3cc(S(=O)(=O)N4CCCCC4)ccc32)cc1C,-4%,-1%,-23%,-24%,.,?,.,-10,.
CC(C)NS(=O)(=O)c1ccc(Br)c(C(=O)OC(C)C(=O)NC2CCCCC2C)c1 (stereo not drawn),-1%,-12%,-10%,-15%,-4%,?,-12,-1,10%

# Source: PubChem BioAssay

# This is a subset (hit frequency here may not be typical).
